# MsrA act: bovine MsrA enzyme activators, primary screen, biochemical, absorbance, HTS; purified bovine MsrA, absorbance read-out; hit rate 0.3% among 360,000; activation, % at 10.6 µM; in the data active = activation above about 7.5%;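 also: 0% = vehicle and 100% = reference activator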
# CSN inh: inhibitors of CSN-mediated cullin deneddylation, primary screen, biochemical, fluorescence polarization, uHTS; COP9 signalosome complex subunit 5 (Homo sapiens), Q92905; Purified CSN, SCF-Nedd8-OG deneddylation; inhibition, % at 12.5 µM; hit rate 0.38% among 360,000; AID 651999, 2013;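 active = pattern-corrected inhibition above about 35%, with an unprinted fluorescence ratio check between 0.5 and 1.5, limit read from the data, passing the limit was not always enough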;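 also: 0% = enzyme with substrate and 100% = substrate without enzyme; some results filed as inactive read as strong as hits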
#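 Assay system: purified human Csn5 enzyme expressed in HEK293T cells; measure: % inhibition; also added: SCFSkp2-Nedd8OG substrate at 10 nM final; technique: fluorescence polarization; times: reaction 90 min, room temperature; medium: Tris buffer pH 7.5, NaCl, DTT, Tween-20, trehalose, ovalbumin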
# MT1-MMP act inh: blockers of MT1-MMP proenzyme processing, primary screen, HT1080 RFP-PRO-GFP cells, GFP/RFP fluorescence | Matrix metalloproteinase-14 (Homo sapiens), P50281 | GFP/RFP ratio fluorescence, overnight; percent of plate control window, DMSO zero | hit rate 0.061% among 360,000 | GFP/RFP ratio change, % at 20 µM | AID 651647, 2012;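 active = GFP/RFP ratio change of at least 30% with cell ATP level not reduced by more than half and red fluorescence within 50% of control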; also: strong numbers were not always called active
#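 Read-out: GFP/RFP fluorescence ratio; Test system: RFP-PRO-GFP reporter HT1080 cells; Compound dosing: single-point 20 µM compound, 1% DMSO; Times: overnight compound exposure at 37 °C.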
# MsrA inh: bovine MsrA enzyme inhibitors, primary screen, biochemical, absorbance, HTS; hit rate 0.75% among 360,000; inhibition, % at 15.5 µM; Methionine sulfoxide reductase A (Bos taurus); AID 651718, 2012; purified bovine MsrA, absorbance read-out; in the data active = inhibition above about 4.5%;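 also: 0% = vehicle wells with enzyme and 100% = reference inhibitor wells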
# Rpn11 block: Rpn11 (PSMD14) deubiquitinase inhibitors, primary screen, biochemical, fluorescence polarization, uHTS; human 26S proteasome, Ub4-pepOG fluorescence polarization; 20S core pre-blocked with epoxomicin; hit rate 0.59% among 360,000; calls only at 20 µM;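 active = inhibition at 20 µM, scaled to each plate's controls, above about 33%, limit read from the data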
# eLon inh: inhibitors of E. coli Lon protease, primary screen, biochemical, fluorescence polarization | purified E. coli Lon protease | inhibition, % at 7.94 µM | hit rate 0.42% among 360,000; in the data active = inhibition above about 13%, passing the limit was not always enough;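 also: 0% = enzyme with probe and DMSO and 100% = no enzyme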
# FAS TE block: FAS thioesterase domain inhibitors, primary screen, biochemical, fluorescence intensity, uHTS | Fatty acid synthase (Homo sapiens), P49327 | recombinant FAS-TE, OMFH fluorogenic substrate, fluorescence endpoint | inhibition, % at 15 µM | hit rate 0.67% among 360,000;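 active = compounds whose normalised, plate-corrected inhibition of enzyme fluorescence in the single-dose primary screen is 50% or more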;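 also: 0% = DMSO with enzyme and 100% = substrate without enzyme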
# MLLE-PAM2 inh: inhibitors of PABP1 MLLE–PAM2 peptide binding, primary screen, biochemical, fluorescence polarization, FITC-PAM2, GST-MLLE | Polyadenylate-binding protein 1 (Homo sapiens), P11940 | inhibition, % at 20 µM | hit rate 0.36% among 360,000; in the data active = inhibition above about 35%, passing the limit was not always enough;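 also: plate controls were DMSO wells with GST-MLLE for no effect and wells lacking GST-MLLE protein for full effect; some results filed as inactive read as strong as hits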
# Rin1-Abl PPI inh: inhibitors of Rin1-Abl protein binding, primary screen, biochemical, TR-FRET; inhibition, % at 7.35 µM; Tyrosine-protein kinase ABL1 (Homo sapiens) + Ras and Rab interactor 1 (Homo sapiens), …; hit rate 0.4% among 360,000; in the data active = inhibition above about 5%, passing the limit was not always enough
# Active calls of the source: *; i = inactive; / = not tested or not shown.
# The opening 14 records, ahead of the listing:
# The line under a structure holds: MsrA act	CSN inh	MT1-MMP act inh	MsrA inh	Rpn11 block	eLon inh	FAS TE block	MLLE-PAM2 inh	Rin1-Abl PPI inh
(1) CC(C)C[C@H]1CNC(=O)C(=O)N1C[C@@H]1CCCN1C[C@H](Cc1ccccc1)N1C[C@H](CC(C)C)N(CC2CCCCCC2)C(=O)C1=O
 : -1	-5	2	1.5	/	-8	1	/	/
(2) CCN(CCO)C(=O)CC1C(=O)NCCN1Cc1c(F)cccc1Cl (centres undefined)
 : -4	2	-3	-0.4	i	-7	-6	13	-3
(3) O=C(COc1ccc(-n2cnnn2)cc1)NC1CCCCC1
 : 3	0	0	1.5	i	6	-4	1	-2
(4) Cc1c(Cl)cccc1NC(=O)Cn1cnc(S(=O)(=O)N2CCCC2)c1
 : -2	1	5	/	i	-15	-4	-2	0
(5) CC(Sc1nnc(NC2CCCCC2)s1)C(=O)Nc1ccc2c(c1)C(=O)c1ccccc1C2=O (centres undefined)
 : 1	5	0	1.2	i	0	44	-6	-3
(6) COc1ccccc1CN1CCN(Cc2ccco2)CC1
 : -2	4	0	-0.3	i	3	-4	-16	4
(7) O=C(NNc1ccccc1F)C1CCC1
 : -7	4	-2	-0.4	i	5	-2	9	1
(8) O=C(NCc1nc(-c2ccccc2)no1)Nc1ccc(F)cc1
 : -10	-3	4	0.0	i	-1	-2	-2	0
(9) COc1cc(/C=C(\C#N)c2nnc(N3CCOCC3)n2-c2ccccc2)ccc1O
 : -10	3	-6	4.6*	i	-16	-3	-15	1
(10) CCN(CC)S(=O)(=O)c1ccc(C(=O)NC(=S)N(CCC#N)Cc2cccnc2)cc1
 : 1	0	0	-0.2	i	0	-2	-57	-4
(11) Cc1ccnc(N2CCC(C(=O)Nc3ccc4c(c3)OCCO4)CC2)n1
 : -1	4	-1	0.6	i	2	-4	3	-1
(12) Nc1ccc(-c2cnc(-c3ccc(N)cc3)nc2)cc1
 : -6	1	3	8.6*	i	-13	-5	-8	1
(13) NC1=NC(=Nc2cccc(Cl)c2)c2ccccc21
 : -5	-2	-5	-0.8	i	-12	-15	-5	-2
(14) CCc1ccc(NC(=O)CN(CC(=O)Nc2ccc(CC)cc2)CC(C)O)cc1 (centres undefined)
 : -1	-5	1	-0.8	i	-5	21	-14	-1

# Results, from the start:
# The line under a structure holds: MsrA act	CSN inh	MT1-MMP act inh	MsrA inh	Rpn11 block	eLon inh	FAS TE block	MLLE-PAM2 inh	Rin1-Abl PPI inh
(1) CC(C)C[C@H]1CNC(=O)C(=O)N1C[C@@H]1CCCN1C[C@H](Cc1ccccc1)N1C[C@H](CC(C)C)N(CC2CCCCCC2)C(=O)C1=O
 : -1	-5	2	1.5	/	-8	1	/	/
(2) CCN(CCO)C(=O)CC1C(=O)NCCN1Cc1c(F)cccc1Cl (centres undefined)
 : -4	2	-3	-0.4	i	-7	-6	13	-3
(3) O=C(COc1ccc(-n2cnnn2)cc1)NC1CCCCC1
 : 3	0	0	1.5	i	6	-4	1	-2
(4) Cc1c(Cl)cccc1NC(=O)Cn1cnc(S(=O)(=O)N2CCCC2)c1
 : -2	1	5	/	i	-15	-4	-2	0
(5) CC(Sc1nnc(NC2CCCCC2)s1)C(=O)Nc1ccc2c(c1)C(=O)c1ccccc1C2=O (centres undefined)
 : 1	5	0	1.2	i	0	44	-6	-3
(6) COc1ccccc1CN1CCN(Cc2ccco2)CC1
 : -2	4	0	-0.3	i	3	-4	-16	4
(7) O=C(NNc1ccccc1F)C1CCC1
 : -7	4	-2	-0.4	i	5	-2	9	1
(8) O=C(NCc1nc(-c2ccccc2)no1)Nc1ccc(F)cc1
 : -10	-3	4	0.0	i	-1	-2	-2	0
(9) COc1cc(/C=C(\C#N)c2nnc(N3CCOCC3)n2-c2ccccc2)ccc1O
 : -10	3	-6	4.6*	i	-16	-3	-15	1
(10) CCN(CC)S(=O)(=O)c1ccc(C(=O)NC(=S)N(CCC#N)Cc2cccnc2)cc1
 : 1	0	0	-0.2	i	0	-2	-57	-4
(11) Cc1ccnc(N2CCC(C(=O)Nc3ccc4c(c3)OCCO4)CC2)n1
 : -1	4	-1	0.6	i	2	-4	3	-1
(12) Nc1ccc(-c2cnc(-c3ccc(N)cc3)nc2)cc1
 : -6	1	3	8.6*	i	-13	-5	-8	1
(13) NC1=NC(=Nc2cccc(Cl)c2)c2ccccc21
 : -5	-2	-5	-0.8	i	-12	-15	-5	-2
(14) CCc1ccc(NC(=O)CN(CC(=O)Nc2ccc(CC)cc2)CC(C)O)cc1 (centres undefined)
 : -1	-5	1	-0.8	i	-5	21	-14	-1
(15) CN(C)S(=O)(=O)c1ccc(C(=O)OCC(=O)c2csc(N3CCCCC3)n2)cc1
 : -3	-7	-2	0.9	i	0	-36	-3	-1
(16) O=C(Nc1cc(Sc2ccccn2)cc([N+](=O)[O-])c1)c1cccc(Cl)c1
 : -5	-14	-3	1.8	i	-2	28	-8	0
(17) O=C(c1cc2nc(-c3ccccc3)cc(-c3ccccc3)n2n1)N1CCN(C(=O)c2ccco2)CC1
 : -2	9	-1	1.1	i	-3	7	3	-1
(18) CCNC(=O)O/N=C(\C)c1sc(-c2ccccc2)nc1C
 : -4	-1	4	2.4	i	3	-3	10	-7
(19) O=C(CNC(=O)c1ccc(Br)cc1)OCC(=O)c1ccccc1
 : -2	7	0	-1.0	i	5	-1	-8	0
(20) CC(C)(C)NC(=O)NC(=O)COC(=O)c1cccc(OC(F)F)c1
 : 1	-3	2	-0.1	i	-5	0	0	2
(21) O=C(Nc1ccc(C(=O)N2CCCCC2)cc1)C1CCCCC1
 : -1	4	-1	-0.3	i	-5	-10	-8	0
(22) Cn1nnnc1SCC(=O)NCc1cc([N+](=O)[O-])ccc1O
 : -7	3	-2	0.0	i	-5	-4	8	2
(23) COc1ccc(COCC(O)CN2CCCCC2)cc1OC (centres undefined)
 : -9	0	-3	-1.0	i	-5	-6	8	1
(24) CCN(CC(=O)NCc1ccc(Cl)cc1)CC(=O)NC1(C#N)CCCC1
 : -4	2	0	0.5	i	2	-2	-3	1
(25) CC(C)[C@H](NS(=O)(=O)c1ccccc1)C(=O)OCC(=O)NC(=O)NC1CCCCC1
 : -1	6	1	-0.2	i	14	9	6	1
(26) COc1ccccc1N1CC(C(=O)OCC(=O)c2ccc(F)cc2)CC1=O (centres undefined)
 : 0	5	0	0.1	i	-8	-9	9	-4
(27) O=C(COC(=O)c1cc(Cl)ccc1O)NC(=O)NCc1ccccc1
 : -5	-3	-3	0.1	i	6	-1	7	-1
(28) CCCCn1c(CCl)nc2cc(S(=O)(=O)N3CCOCC3)ccc21
 : -10	-6	0	0.5	i	3	-4	26	3
(29) COc1cccc(NC(=O)CCc2nnc3ccc(N4CCN(c5cccc(OC)c5)CC4)nn23)c1
 : -2	1	1	/	i	-4	0	1	-3
(30) Cc1ccc(-c2cc(C(=O)Nc3c(C)n(C)n(-c4ccccc4)c3=O)no2)cc1
 : -4	2	1	-0.2	i	-10	-6	-13	6
(31) CCOC(=O)c1c(C)[nH]c(C(C)=O)c1C
 : -2	0	4	-0.8	i	-4	-10	-7	-1
(32) CCC1(C)Cc2c(c(=O)n(-c3ccccc3)c3ncnc(N)c23)CO1 (centres undefined)
 : 2	0	-1	1.0	i	0	-4	-3	-5
(33) O=C1OCCN1C(=O)[C@H]1[C@H](c2ccccc2)C(c2cccc(Cl)c2)=NN1c1ccccc1
 : 1	4	-2	/	i	-6	56*	-9	-1
(34) O=C(CCNS(=O)(=O)c1ccc(Br)cc1)NCCCSc1ccccc1
 : -4	-4	-3	0.5	i	-6	15	1	4
(35) O=C(c1ccco1)N1CCN(c2ccc(N3CCCCC3)nn2)CC1
 : -1	3	-1	-0.3	i	-10	-4	10	0
(36) COc1ccc(OCCn2cc(/C=C(\C#N)C(=O)NCc3ccco3)c3ccccc32)cc1
 : -12	4	2	0.1	i	-2	11	-1	3
(37) O=C(O)CCCN1C(=O)/C(=C\c2ccccc2OCc2ccccc2)SC1=S
 : -3	4	2	-0.5	i	8	20	12	0
(38) O=C(COC(=O)CSCc1ccccc1)NCc1ccccc1
 : -4	-12	-3	0.0	i	-12	-3	4	0
(39) COc1cc(C(=O)N/N=C/c2cccc(Oc3ccccc3)c2)ccc1O
 : -9	-1	-3	0.5	i	-4	5	7	2
(40) C=CCn1c(=O)[nH]c2cc(C(=O)N3CCN(c4cc(C)ccc4C)CC3)ccc2c1=O
 : -6	-5	-3	0.3	i	-9	0	-1	-5
(41) COc1ccc(S(=O)(=O)N2CCCCCC2)cc1C(=O)N1CCN(c2ccccc2O)CC1
 : -1	-3	-2	-0.1	i	-8	10	-1	3
(42) CC(=O)Nc1ccc2nc(-c3ccc(Br)o3)[nH]c2c1
 : -15	2	-2	2.1	i	8	-1	11	-2
(43) Cc1ccc(C(=O)NC(=S)NNC(=O)COc2ccccc2C)cc1
 : 2	-8	-4	-0.9	i	-3	-2	14	2
(44) COc1ccccc1C(NC(=O)C1CCN(CCOc2ccc(Cl)cc2)CC1)c1ccccn1 (centres undefined)
 : -2	0	1	0.1	i	-8	-10	3	-3
(45) CCCCC(=O)Nc1nc(-c2ccc(S(=O)(=O)N3CCOCC3)cc2)cs1
 : 0	2	0	1.6	i	2	88*	21	0
(46) O=C(Cn1cccc1C(=O)c1ccccc1)NCc1ccccn1
 : 2	3	-1	0.2	i	-6	-2	9	1
(47) O=[N+]([O-])c1ccc(O)c(/C=N/Nc2ccc(Cl)nn2)c1
 : -4	-4	5	1.2	i	2	29	8	0
(48) COc1ccc(C(=O)NC(=S)N2CCN(c3ccccc3O)CC2)cc1
 : -3	-3	7	0.6	i	2	-1	-22	0
(49) C/C(N)=C(/C#N)C(=O)COC(=O)[C@@H](NC(=O)c1ccccc1Cl)C(C)C
 : -3	0	-3	-1.1	i	-6	-2	-15	3
(50) O=C(Nc1ccc(N2CCOCC2)cc1)c1cccc(-n2cnnc2)c1
 : -3	-6	2	0.1	i	-4	-5	-12	4
(51) Nc1ccccc1N=Nc1ccccc1N
 : 5	1	24	1.3	i	49*	0	8	-7
(52) C/C=C\C=C\C(=O)Nc1cccc(C2=NOC3(C2)C[C@@H](C(N)=O)N(C(=O)C(c2ccccc2)c2ccccc2)C3)c1 (some centres undefined)
 : 0	1	8	-0.7	i	-11	2	10	1
(53) CN1/C(=C/C2CC(=O)N(c3ccc([N+](=O)[O-])cc3)C2=O)C(C)(C)c2ccccc21 (centres undefined)
 : -3	5	-9	0.4	i	-13	13	14	0
(54) O=S(=O)(c1cccs1)N1CCN(c2ccccc2)CC1
 : -2	-2	1	0.6	i	-1	5	8	2
(55) Cc1cccc(C(=O)N/N=C/c2ccoc2)c1
 : -1	9	-1	-0.3	i	-5	0	9	0
(56) Cc1occc1-c1nnc(SCC(=O)Nc2ccccc2-c2ccccc2)n1C
 : -3	4	-2	0.9	i	-7	0	-9	3
